# Source: PubChem (several laboratories)
# SARS 3CLpro inh: SARS-CoV 3CLpro protease inhibition; P0C6X7; recombinant SARS-CoV 3CLpro, quenched FRET peptide cleavage; inhibition, % at 6 µM; hit rate 0.14% among 290,000; in the data active = inhibition above about 12%
# Anthrax LF inh2: anthrax lethal factor protease inhibition | P15917 | multiplex microsphere protease cleavage assay, LF | inhibition, % at 10 µM | hit rate 0.12% among 360,000; also: plate controls were buffer without enzyme for full effect and enzyme alone for no effect
# Target sequence (P15917 whole entry, looked up): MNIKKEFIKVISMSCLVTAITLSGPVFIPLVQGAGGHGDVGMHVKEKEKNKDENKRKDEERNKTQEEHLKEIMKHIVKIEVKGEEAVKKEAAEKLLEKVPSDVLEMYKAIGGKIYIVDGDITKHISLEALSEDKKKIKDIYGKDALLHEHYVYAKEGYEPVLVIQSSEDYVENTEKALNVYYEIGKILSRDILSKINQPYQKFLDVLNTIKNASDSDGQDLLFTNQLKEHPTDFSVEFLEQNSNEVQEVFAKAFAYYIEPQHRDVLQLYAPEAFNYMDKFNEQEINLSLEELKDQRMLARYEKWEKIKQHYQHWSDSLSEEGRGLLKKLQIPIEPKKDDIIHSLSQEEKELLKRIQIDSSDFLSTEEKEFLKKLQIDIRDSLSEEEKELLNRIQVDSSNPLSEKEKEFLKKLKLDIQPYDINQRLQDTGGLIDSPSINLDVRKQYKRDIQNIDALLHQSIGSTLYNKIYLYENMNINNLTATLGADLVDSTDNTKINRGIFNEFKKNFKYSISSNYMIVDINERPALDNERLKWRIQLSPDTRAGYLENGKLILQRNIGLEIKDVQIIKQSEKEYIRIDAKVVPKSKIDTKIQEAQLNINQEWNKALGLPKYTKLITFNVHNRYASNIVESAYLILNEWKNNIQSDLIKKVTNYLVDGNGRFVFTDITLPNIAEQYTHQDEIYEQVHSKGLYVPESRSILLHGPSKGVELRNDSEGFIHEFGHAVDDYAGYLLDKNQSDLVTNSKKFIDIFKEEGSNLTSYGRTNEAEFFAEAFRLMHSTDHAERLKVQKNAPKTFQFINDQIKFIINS
# BoNT-A LC inh2: BoNT A light chain protease inhibition; multiplex microsphere protease substrate cleavage, flow cytometry; inhibition, % at 10 µM; hit rate 0.17% among 360,000; AID 588499; also: plate controls were buffer without enzyme for full effect and enzyme alone for no effect
# BoNT-F LC inh: inhibitors of Botulinum neurotoxin F light chain protease | inhibition, % at 10 µM | hit rate 0.22% among 360,000 | Multiplex microsphere protease cleavage assay, flow cytometry | AID 588497; in the data active = inhibition above about 35%, passing the limit was not always enough; inconclusive = no clear call, values can overlap the other calls; also: plate controls were buffer without enzyme for full effect and enzyme alone for no effect
# CCHFV vOTU inh: blocks the CCHF virus ovarian tumor domain protease | CCHFV vOTU protease, Pep-AMC fluorescence | hit rate 0.55% among 370,000 | inhibition, % at 11.5 µM | AID 651958; in the data active = inhibition above about 30%; also: 0% = vehicle wells with enzyme and 100% = no enzyme wells
# SSB-PriA inh: K. pneumoniae PriA-SSBct interaction inhibition | AlphaScreen SSBct-PriA binding, biotinylated peptide | inhibition, % at 33 µM | hit rate 0.6% among 430,000; in the data active = inhibition mostly above about 37%, no sharp cut-off; inactive = mostly below about 20%;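 also: plate controls were negative control peptide for no effect and reference peptide for full effect; strong numbers were not always called active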
# Rv3671c inh: inhibits the M. tuberculosis serine protease Rv3671c; AID 2606; hit rate 0.048% among 320,000; inhibition, % at 5.96 µM; P9WHR9; in the data active = inhibition above about 38%;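 also: extracellular domain of Rv3671c used as enzyme; 0% = enzyme with DMSO and 100% = no enzyme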
# PrPC surface inh: reduces human prion protein on the cell surface; cell surface PrPC, TR-FRET read-out; inhibition, % at 13.8 µM; hit rate 0.43% among 370,000; in the data active = inhibition above about 24%; also: 0% = median of the test wells and 100% = reference compound wells
# MazF activator: activators of E. coli MazEF toxin-antitoxin RNase. hit rate 0.32% among 350,000. FAM/BHQ RNA-DNA oligo cleavage fluorescence, 5 h. activation, % at 20 µM. AID 504720; in the data active = activation above about 50%
# Target sequence (P0AE70 whole entry, looked up): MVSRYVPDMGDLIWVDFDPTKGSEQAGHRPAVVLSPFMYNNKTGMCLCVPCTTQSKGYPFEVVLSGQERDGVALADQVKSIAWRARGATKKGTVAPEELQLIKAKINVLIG
# VHR inh abs: DUSP3 (human) phosphatase inhibition | recombinant VHR phosphatase, pNPP absorbance | inhibition, % at 13.3 µM | hit rate 0.52% among 290,000; in the data active = inhibition above about 50%; also: some compounds called inactive have numbers as strong as hits
# Target sequence (P51452 whole entry, looked up): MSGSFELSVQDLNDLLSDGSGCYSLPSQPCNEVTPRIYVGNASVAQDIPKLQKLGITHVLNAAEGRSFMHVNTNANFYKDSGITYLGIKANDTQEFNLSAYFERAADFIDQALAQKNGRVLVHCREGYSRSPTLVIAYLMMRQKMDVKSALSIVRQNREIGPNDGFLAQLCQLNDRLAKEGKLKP
# The depositor's hits bear a star; i = inactive; ? = inconclusive; . = not tested or not shown. Rule as the data show it, unless noted: active = inhibition above about 30%; inconclusive = no clear call, values can overlap the other calls; inactive = below that.
Compound	VHR inh abs	BoNT-A LC inh2	MazF activator	PrPC surface inh	CCHFV vOTU inh	Anthrax LF inh2	SARS 3CLpro inh	BoNT-F LC inh	SSB-PriA inh	Rv3671c inh
Cc1ccc(C(=O)OCc2cc3ccccc3[nH]c2=O)cc1	32	-0.2	7	4	3	-1	3	-2	-13	-3
Cc1ccc(C(=O)Nc2ccc(Nc3ccccc3)cc2)cc1C	.	-0.3	5	5	7	-10	.	-33	13	6
Cc1ccc(CN2C(=O)CCC2C(=O)NC2CC2)cc1 (centres undefined)	-4	.	-6	-5	-4	.	1	.	2	2
CC1CCN(C(=O)COC(=O)CSc2ccc(C(N)=O)cc2[N+](=O)[O-])CC1	.	2.4	-6	-22	9	1	.	8	-7	-6
Cc1cccc(CN2CCN(Cc3ccco3)CC2)c1	-24	-0.4	9	6	10	-2	2	-1	1	3
O=C(NC1=NCCS1)c1cc(-c2ccccc2)nn1-c1ccccc1	13	0.4	2	2	-1	2	.	-20	-14	-2
C#Cc1ccc(NC(=O)C2(C)CCN2C(=O)C2(c3ccccc3)CC2)cc1 (centres undefined)	.	0.0	.	4	3	-6	.	2	.	.
COc1ccc(-n2c(O)c(/C=N/n3cnnc3)c3ccccc3c2=O)cc1	13	0.4	3	-5	2	-10	9	-12	.	-10
Cc1ccc(S(=O)(=O)NC(=O)NCc2ccccc2)cc1	8	-0.2	2	-2	7	-8	1	0	-4	4
CCN1CCN(Cc2ccc(NC(=O)c3ccc(C)c(NC(=O)c4nccn4C)c3)cc2C(F)(F)F)CC1	-5	-0.6	17	1	12	-1	.	-11	-3	6
CCN(CC)CC(=O)Nc1sc2c(c1C(=O)c1ccccc1C)CCC2	48	-2.6	-3	-5	20	-10	6	-6	7	-10
CC(=O)Nc1ccc(SC[C@H](c2ccccc2)N2CCN(CCc3ccccc3)CCC2=O)cc1	22	.	.	-9	-1	.	.	.	.	-2
O=C(NCN1CCN(c2ccccc2F)CC1)c1cccnc1	21	3.0	2	12	-19	3	2	16	-9	-12
O=C(Nc1ccccc1O)c1cc(S(=O)(=O)N2CCOCC2)ccc1Cl	-6	-0.2	13	.	.	5	4	22	-13	1
CN(C(=O)c1ccc2ccccc2c1)c1ccccn1	-14	0.7	-15	-6	14	-1	-1	-15	-9	12
O=C(COC(=O)/C=C/c1ccco1)NCc1ccccc1	-4	0.5	11	5	-10	3	-4	0	-24	3
Cc1ccc(CNC(=O)CCC2CCCN(C(=O)CCC(F)(F)F)C2)o1 (centres undefined)	16	0.4	4	-3	-10	-2	3	2	-5	-5
CN(C)C1=NCCN1CCc1cccc(F)c1	36	0.1	11	-9	4	-3	-1	5	-10	-2
O=C(CN(C(=O)Cn1nnc(-c2ccc(F)cc2)n1)c1ccc(F)cc1)NC1CCCC1	18	-1.7	11	1	10	2	6	8	-9	1
CCCCCC(=O)OCc1ccc(C2=CC(=O)CC(C)(C)C2=O)cc1	.	0.2	-4	-2	16	-1	.	-4	.	.
Cc1ccc(C)c(S(=O)(=O)N2CCCOC2CNC(=O)C(=O)NCc2cccnc2)c1 (centres undefined)	15	-0.2	1	-1	-4	-2	0	-4	1	6
O=C(NC1CCN(C(=S)NCc2ccco2)CC1)C1CCCCC1	-9	-0.7	7	-9	23	-1	-6	-4	5	-5
CCN(C(=O)c1ccccc1Cl)c1ccccc1	-2	-1.5	2	-5	-20	-3	-1	-12	-10	9
O=c1[nH]c(=S)n(Cc2ccco2)c(O)c1C=NCc1cccs1	-23	0.5	1	5	20	-1	2	-2	9	-30
CC1(C)CC(=O)C2=C(C1)Nc1cc3c(cc1C2c1ccc(F)cc1)OCO3 (centres undefined)	24	0.2	4	5	0	-3	4	0	-6	-1
NS(=O)(=O)c1ccc(NC(=S)N2CCCC2)cc1	6	.	3	0	-1	.	2	.	-16	-3
Cc1ccc2c(C)c(C(=O)NCCc3ccco3)oc2c1C	26	-0.1	5	7	5	-2	0	-3	-10	-1
CN(Cc1nc2ccccc2c(=O)[nH]1)Cc1cc(=O)oc2ccc3ccccc3c12	27	-0.8	-4	4	-3	0	0	-7	2	-8
C=CCN1C(=O)CS/C1=N\S(=O)(=O)c1ccc(Cl)cc1	-2	0.5	-1	-4	8	1	-2	-2	.	-18
COCCSc1ccccc1C(=O)N1CCCC1	-9	-0.2	1	-2	-8	4	1	-2	-4	2
c1ccc(CNCCN2CCNCC2)nc1	24	-0.8	7	-1	-4	-5	1	-1	38*	-7
CCCCn1nnnc1SCC(=O)Nc1ccc2c(c1)OCCO2	6	-0.5	1	4	0	5	3	4	-7	3
CNc1nnc(SCC(=O)N2c3ccccc3NC(=O)CC2C)s1 (centres undefined)	.	-0.2	3	-5	-3	-2	.	1	2	-1
CCCn1nc(C(=O)NC2CCCCCC2)c2ccccc2c1=O	.	0.6	2	1	8	8	.	5	-2	-11
Cc1cc(C)n2cc(CSc3ccc(Cl)cc3)nc2n1	17	-0.6	5	10	-15	-2	2	1	-9	0
CC(C)(C)c1n[nH]c2c1CCCC2	-14	-0.1	0	0	-15	1	-2	-3	-2	5
CCn1c(=O)c2c(nc(SCC(=O)N3CCC(C)CC3)n2C)n(C)c1=O	21	1.6	-14	6	-11	-1	-1	0	-13	0
CCc1nc2c(OCCOc3ccc(F)cc3)cccn2c1N(C)C(=O)C(C)C	.	-0.2	.	4	6	-7	.	-6	.	.
O=C1NC(=Nc2ccccc2)S/C1=C\c1cccnc1	4	0.4	1	3	-3	3	4	0	-4	5
CCCCc1ccc(NC(=O)CSc2nc(=O)n3cc(C)ccc3n2)cc1	.	-0.2	-46	2	-1	-4	.	4	-7	-9
CC1C(=O)N(Cc2cn(Cc3ccco3)nn2)CCS(=O)(=O)N1Cc1ccc(-c2cccnc2)cc1 (centres undefined)	.	0.6	.	-4	-4	-10	.	-3	.	.
C[C@@H]1CN([C@@H](C)CO)C(=O)c2cccc(NC(=O)Nc3ccc4c(c3)OCO4)c2O[C@H]1CN(C)S(=O)(=O)c1cn(C)cn1	.	-0.3	5	-2	7	0	.	5	6	-2
CCOCCCN=Cc1c(O)n(Cc2ccccc2)c(=O)[nH]c1=O	2	0.0	5	1	11	-1	-10	-2	-11	-6
CC(C)(C)NC(=O)C(c1ccco1)N(Cc1ccc2c(c1)OCO2)C(=O)c1snc(C(N)=O)c1N (centres undefined)	17	1.9	0	-1	-1	-2	1	6	-13	3
COc1cc(CN(C)CC2CCCN(CCc3ccc(F)cc3)C2)c(Cl)cc1O (centres undefined)	12	.	-12	-10	15	.	-3	.	-12	3
CCn1cc(C(=O)N[C@@H](CCSC)C(=O)NCCN2CCOCC2)c(=O)c2cc3c(cc21)OCO3	-1	-1.2	9	1	-13	-3	5	0	-6	0
CCOC(=O)/C=C1\SCC(=O)N1Cc1ccc(Br)cc1	-9	-0.1	2	-5	-5	-12	-1	-5	-7	-4
COc1cccc(C(=O)OCC(=O)Nc2nnc(-c3ccccc3)o2)c1	.	.	-6	-7	-5	.	.	.	27	2
COc1ccc(NC(=O)c2cc([N+](=O)[O-])nn2Cc2ccccc2)c(C)c1	17	0.8	5	-7	6	-2	8	11	8	-6
OC(c1ccc(Cl)cc1)c1ncc(-c2ccc(Cl)cc2)[nH]1 (centres undefined)	.	-0.4	.	18	8	3	.	-9	.	.
O=C1NC(=O)C(=Cc2cccs2)C(=O)N1	.	-1.0	-3	4	3	-9	.	-17	-8	.
COc1ccc(N(C(=O)c2ccc(Br)o2)C2C=CS(=O)(=O)C2)c(OC)c1 (centres undefined)	32	-1.2	0	2	-8	2	2	0	3	-2
COc1ccc(-c2[nH]ncc2CN(Cc2nccn2C)C(C)C)c(F)c1	25	-0.8	4	2	-4	-2	4	-2	-5	10
COc1ccc(/C=C/C(=O)Nc2ccccc2)cc1S(=O)(=O)N1CCOCC1	13	-0.1	4	7	12	-5	-1	-5	-2	1
CC1(C)C(=O)Nc2ccccc2N1C(=O)COC(=O)c1cccs1	.	1.0	5	-2	6	0	.	8	-13	4
O=C(NCCCN1CCN(c2cccc(Cl)c2)CC1)C1CCC(=O)N1Cc1ccccc1Cl (centres undefined)	21	-1.0	-11	-11	0	-11	1	-4	16	.
COc1ccc(C(=O)NCc2nnc(SC)n2Cc2ccccc2)cc1	-17	0.2	-7	5	12	-1	1	-3	5	6
Nc1c([N+](=O)[O-])cc(-c2cnc[nH]2)cc1[N+](=O)[O-]	-1	0.2	4	-18	9	0	1	2	0	-6
CC1(C(=O)NS(=O)(=O)Cc2cccc(Cl)c2)CCN1C(=O)Cc1ccc(Cl)cc1Cl (centres undefined)	.	-0.2	.	1	2	-6	.	4	.	.
COc1cc(OC)cc(OC2(C)CCN(Cc3ccc(OC(C)C)cc3)C2)c1 (centres undefined)	.	-0.1	.	5	0	-2	.	-13	.	.

# (cont.)
Compound	VHR inh abs	BoNT-A LC inh2	MazF activator	PrPC surface inh	CCHFV vOTU inh	Anthrax LF inh2	SARS 3CLpro inh	BoNT-F LC inh	SSB-PriA inh	Rv3671c inh
COc1ccc(NC(=O)N(C)C[C@H]2Oc3c(NS(=O)(=O)c4cccs4)cccc3C(=O)N([C@H](C)CO)C[C@@H]2C)cc1	.	-0.1	0	2	-11	0	.	-5	-2	2
COc1ccccc1-n1c(SCC(=O)N2CCOCC2)nc(O)c(Cc2ccccc2)c1=O	33	0.6	10	1	-11	1	1	9	-1	4
O=C(O)CSc1nnc(COc2cccc3cccnc23)n1-c1ccc(Cl)cc1	8	0.9	-4	-4	-7	3	0	9	-13	-1
CN(C)C(=O)c1c2c(nc3ccccc13)CCCC2	33	-0.5	12	-5	-8	0	4	-8	18	-4
CCN1C(=O)N(c2cccc3ccccc23)C(C)=CC1(C)C	15	-0.5	3	-6	5	0	-3	-23	0	-4
CCOc1cc(C(=O)OC(C(=O)NC(=O)NC)c2ccccc2)ccc1OCC(=O)N1CCOCC1 (centres undefined)	.	-0.3	4	8	0	-3	.	-6	-7	2
Cc1ccc(NC(=S)N(Cc2ccc(Cl)cc2)Cc2ccc(C(=O)O)cc2)cc1Cl	-6	-0.6	-1	-2	19	-6	6	-2	5	-28
CCOC(=O)C1CCN(C(=O)CCc2nnc3ccc(NCCCN4CCCC4=O)nn23)CC1	39	0.5	7	-3	-2	-1	-8	14	-12	-2
CCOC(=O)/C(C#N)=C/c1cn(CCC(=O)O)nc1-c1ccc(F)cc1	-5	-0.5	7	5	11	-2	0	-2	-13	-5
Nc1ccn([C@@H]2O[C@H](C(=O)N(CCC3=CCCCC3)CC3CC3)[C@@H](O)[C@H]2O)c(=O)n1	.	-0.5	.	5	-1	0	.	2	.	.
CNC(=O)NC(=O)C(C)OC(=O)CCCSc1nc2ccccc2s1 (centres undefined)	3	1.0	-6	0	-14	0	2	-1	-1	-4
COc1ccc2nc(Nc3nc(CSc4nc5ccccc5[nH]4)cc(=O)[nH]3)nc(C)c2c1	-1	0.3	-40	7	4	3	0	3	-8	-1
CSc1nc2ccccc2n1CC(=O)Nc1c(C)n(C)n(-c2ccccc2)c1=O	21	0.8	2	6	-5	0	4	6	-17	4
CCOC(=O)/C(C#N)=C/c1c(OCC)n(CC)c2ccccc12	-5	0.2	-4	-5	21	-2	4	1	-39	-10
COc1cc(/C=N/NC(=O)C[n+]2ccccc2)cc(OC)c1OC(C)=O	25	-5.6	-2	-6	-10	-4	-2	?	i	0
CCOc1ccc(Nc2nc(N)nc(CN(C)C3CCCCC3)n2)cc1	43	-0.1	3	-5	9	0	3	3	23	-4

# Part of the list above in order of SMILES length, falling.
Compound	VHR inh abs	BoNT-A LC inh2	MazF activator	PrPC surface inh	CCHFV vOTU inh	Anthrax LF inh2	SARS 3CLpro inh	BoNT-F LC inh	SSB-PriA inh	Rv3671c inh
CCOC(=O)C1CCN(C(=O)CCc2nnc3ccc(NCCCN4CCCC4=O)nn23)CC1	39	0.5	7	-3	-2	-1	-8	14	-12	-2
Cc1ccc(NC(=S)N(Cc2ccc(Cl)cc2)Cc2ccc(C(=O)O)cc2)cc1Cl	-6	-0.6	-1	-2	19	-6	6	-2	5	-28
CCOC(=O)/C(C#N)=C/c1c(OCC)n(CC)c2ccccc12	-5	0.2	-4	-5	21	-2	4	1	-39	-10

# Only part of the results is shown; the hit share may differ from the screen's.
